# GPR151 ag: activators of human GPR151, primary screen, cell-based, PathHunter beta-arrestin, luminescence; G-protein coupled receptor 151 (Homo sapiens), Q8TDV0; PathHunter beta-arrestin GPR151 cells; activation, % at 11.2 µM; actives 1% (n = 650,000); in the data active means activation above about 4.9%;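 further: 0% = median of compound wells and 100% = cells with positive control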
# MITF primary: MITF inhibitors, primary screen, biochemical, AlphaScreen, human; actives 0.91% (n = 650,000); AlphaScreen MITF homodimerization, bead proximity signal; AID 1259374, 2018; inhibition, % at 2.6 µM; in the data active means inhibition above about 50%;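 further: 0% = vehicle wells with protein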
# Target sequence (O75030 whole entry, looked up): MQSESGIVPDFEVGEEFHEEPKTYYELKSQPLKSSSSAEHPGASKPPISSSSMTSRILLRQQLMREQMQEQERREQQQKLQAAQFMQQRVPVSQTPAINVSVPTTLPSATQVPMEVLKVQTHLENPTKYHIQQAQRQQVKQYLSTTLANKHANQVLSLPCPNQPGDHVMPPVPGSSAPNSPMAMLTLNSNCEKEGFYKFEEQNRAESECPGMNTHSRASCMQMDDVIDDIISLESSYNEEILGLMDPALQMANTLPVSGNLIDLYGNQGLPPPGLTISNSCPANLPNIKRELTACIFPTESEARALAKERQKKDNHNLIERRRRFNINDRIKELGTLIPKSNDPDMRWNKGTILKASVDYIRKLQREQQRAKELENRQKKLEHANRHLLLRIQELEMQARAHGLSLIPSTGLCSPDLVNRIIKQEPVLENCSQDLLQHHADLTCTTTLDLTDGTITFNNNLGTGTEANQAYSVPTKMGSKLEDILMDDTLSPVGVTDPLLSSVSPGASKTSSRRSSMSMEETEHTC
# FBW7 activator: FBW7 E3 ligase activators, primary screen, biochemical, AlphaScreen, human | F-box/WD repeat-containing protein 7 (Homo sapiens), Q969H0 | AlphaScreen FBW7–phospho-cyclin E peptide binding, activator screen | normalized activity (activation), % at 26.1 µM | actives 0.13% (n = 650,000) | AID 1259310, 2017; in the data active means normalized activity above about 1.9%;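 further: purified mutant Fbw7 with reduced substrate affinity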
# TEAD-YAP inh: TEAD-YAP interaction inhibition, primary screen, TEAD-YAP interaction inhibitor project, luminescence, HEK-TIYL cells | TEAD-Gal4/YAP UAS-luciferase luminescence | inhibition, % at 9.12 µM | actives 1.4% (n = 640,000); in the data active means inhibition above about 32%;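 further: 0% = median of test compound wells and 100% = reference inhibitor wells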
# * marks the source's active call; other numbers are inactive results. Random draw from the library. About 3.5% of those tested had a hit in this group.
1. CCn1c(C2=C(O)Cn3c2nc(=O)c2cc(C)ccc23)nc2ccccc21
2. CC(=O)c1ccc(NC(=O)C2CCN(c3nn4c(=O)cc(C)nc4s3)CC2)cc1
3. FC(F)(F)c1ccc2c(c1)Nc1ccccc1S2
4. O=C(Nc1nccs1)c1ccc(Br)o1
5. CCOc1cc(CO)cc(Cl)c1OCc1ccc([N+](=O)[O-])cc1
6. Cc1c(Cl)cccc1NC(=O)c1cc(S(=O)(=O)N2CCCC2)ccc1F
7. CCNc1nc2ccc(C(=O)NCc3nc4ccccc4[nH]3)cc2s1
8. COc1ccc(C(=O)Nc2ccc(NC(=O)c3ccc(OC)cc3)nc2)cc1
assay / compound	1	2	3	4	5	6	7	8
FBW7 activator	-0.1	0.0	0.1	0.1	0.2	0.0	0.1	0.1
TEAD-YAP inh	5.3	6.8	-6.1	-26.7	4.5	1.9	-4.2	7.6
MITF primary	7.6	11.7	3.6	-4.8	13.1	3.7	7.0	-1.1
GPR151 ag	-0.4	-0.7	0.6	-2.1	-0.6	-3.1	-2.2	-0.2

# Gathered by group: the compounds so far containing a Cl atom
5. CCOc1cc(CO)cc(Cl)c1OCc1ccc([N+](=O)[O-])cc1
6. Cc1c(Cl)cccc1NC(=O)c1cc(S(=O)(=O)N2CCCC2)ccc1F
assay / compound	5	6
FBW7 activator	0.2	0.0
TEAD-YAP inh	4.5	1.9
MITF primary	13.1	3.7
GPR151 ag	-0.6	-3.1

# The list continues.
9. COc1ccc(/C=C2/C(=O)N(C)C(=S)N(c3ccccc3)C2=O)c(OC)c1OC
10. CCOc1cc(NC(=O)c2ccccc2Cl)c(OCC)cc1NC(=O)/C=C/C(=O)O
11. CCn1c(C(O)c2cccc3ccccc23)nc2ccccc21 (stereo not given)
12. COc1cccc(C(=O)Nc2c(C)cc(C)cc2[N+](=O)[O-])c1
13. COc1ccccc1NC(=O)NCC(c1ccsc1)N(C)C (stereo not given)
14. Cc1cc(NCCOc2ccccc2)nc(NCc2cccnc2)n1
15. COc1ccc(CCNc2cc(-c3c(C)nn(C)c3C)nc(N)n2)cc1
16. CC(=O)NNC(=O)c1cccc(Cl)c1
17. Cc1cncc2cccc(NC3CCCN(C(=O)Cc4ccc(Br)cc4)C3)c12 (stereo not given)
assay / compound	9	10	11	12	13	14	15	16	17
FBW7 activator	-0.1	0.2	0.3	0.0	0.1	-0.1	-0.1	-0.1	0.0
TEAD-YAP inh	7.6	-2.6	-9.4	8.6	0.4	-1.2	49.7*	-0.8	20.8
MITF primary	15.0	-3.8	13.5	15.4	8.9	9.7	-4.5	1.5	13.8
GPR151 ag	-1.6	0.2	0.0	-1.5	-0.1	1.4	0.7	1.1	0.7

# Looked up by compound from the list above, four records:
9. COc1ccc(/C=C2/C(=O)N(C)C(=S)N(c3ccccc3)C2=O)c(OC)c1OC
12. COc1cccc(C(=O)Nc2c(C)cc(C)cc2[N+](=O)[O-])c1
15. COc1ccc(CCNc2cc(-c3c(C)nn(C)c3C)nc(N)n2)cc1
14. Cc1cc(NCCOc2ccccc2)nc(NCc2cccnc2)n1
assay / compound	9	12	15	14
FBW7 activator	-0.1	0.0	-0.1	-0.1
TEAD-YAP inh	7.6	8.6	49.7*	-1.2
MITF primary	15.0	15.4	-4.5	9.7
GPR151 ag	-1.6	-1.5	0.7	1.4

# Source: PubChem BioAssay (The Scripps Research Institute Molecular Screening Center)
